# Assay outcomes from PubChem BioAssay.
# EBNA-1 inhibitor: blocks EBNA-1 binding to DNA. hit rate 0.34% among 300,000. EBNA-1 DNA binding, fluorescence polarization. inhibition, % at 14.8 µM; in the data active = inhibition above about 28%
# PP5 primary: PP5 (human) phosphatase inhibition; P53041; purified PP5c, OMFP substrate fluorescence; inhibition, % at 6.7 µM; hit rate 0.18% among 320,000;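 active = inhibition above the campaign's mean inhibition across all tested compounds plus 3 SD, cut at about 9.5% in these data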;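 also: 0% = DMSO only and 100% = 100 µM cantharidin control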
# PP1 counter: PP1-alpha (human) inhibition in PP5 counter-screen | inhibition, % at 6.7 µM | hit rate 0.9% among 320,000 | purified PP1alpha, OMFP fluorescence;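 active = inhibition above the mean inhibition of all tested compounds plus 3 SD, computed separately for each screening campaign, cut at about 15% in these data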
# Target sequence (P62136 whole entry, looked up): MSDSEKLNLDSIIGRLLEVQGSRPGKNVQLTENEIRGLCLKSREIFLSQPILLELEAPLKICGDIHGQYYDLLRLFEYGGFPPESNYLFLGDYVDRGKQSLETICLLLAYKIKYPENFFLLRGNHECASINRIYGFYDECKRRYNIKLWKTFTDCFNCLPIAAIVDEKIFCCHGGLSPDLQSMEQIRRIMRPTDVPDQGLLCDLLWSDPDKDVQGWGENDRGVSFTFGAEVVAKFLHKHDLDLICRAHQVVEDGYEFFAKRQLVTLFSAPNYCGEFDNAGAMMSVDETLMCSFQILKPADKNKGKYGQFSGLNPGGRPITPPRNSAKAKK
# CTSL1 counter: blocks F. hepatica cathepsin L1 in PFM18AAP counter-screen. recombinant F. hepatica cathepsin L1, Z-Leu-Arg-MCA fluorescence. inhibition, % at 5.96 µM. hit rate 0.49% among 300,000;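 active = inhibition above the mean of all tested compounds plus 3 SD, set per screening campaign, cut at about 17% in these data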;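 also: 0% = plate median of test compound wells and 100% = 1 µM Z-Phe-Ala-diazomethylketone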
# JMJD2C inh: blocks human GASC-1 demethylase activity | inhibition, % at 2.35 µM | GST-JMJD2C(1-420) H3K9me3 demethylation, DELFIA europium | Q9H3R0 | hit rate 0.069% among 330,000;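 active = more than half of a compound's replicate wells show inhibition beyond 50%, single wells judged on their own value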;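 also: signal counts dimethyl H3K9 product captured on neutravidin plate; 0% = median of DMSO wells and 100% = 0.3 times that DMSO median; strong numbers were not always called active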
# Target sequence (Q9H3R0 1-420 limits assumed): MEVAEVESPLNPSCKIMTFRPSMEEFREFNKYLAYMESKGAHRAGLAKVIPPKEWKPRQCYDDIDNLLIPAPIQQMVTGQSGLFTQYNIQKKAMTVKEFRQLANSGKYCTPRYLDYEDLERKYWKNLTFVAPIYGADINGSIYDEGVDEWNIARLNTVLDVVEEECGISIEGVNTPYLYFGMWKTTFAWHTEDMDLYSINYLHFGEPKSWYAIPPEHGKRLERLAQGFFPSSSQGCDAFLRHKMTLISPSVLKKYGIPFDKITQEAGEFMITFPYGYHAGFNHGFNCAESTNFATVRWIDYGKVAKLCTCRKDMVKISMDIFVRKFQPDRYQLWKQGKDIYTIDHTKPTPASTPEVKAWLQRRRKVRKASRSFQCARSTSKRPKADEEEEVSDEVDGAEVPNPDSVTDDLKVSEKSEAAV
# ZTA DNA inh: counter-screen for EBNA-1 inhibitors: inhibitors of Epstein-Barr virus ZTA. P03206. ZTA-DNA binding, fluorescence polarization. inhibition, % at 11 µM. hit rate 0.15% among 320,000. AID 2234; in the data active = inhibition above about 33%
# Target sequence (P03206 whole entry, looked up): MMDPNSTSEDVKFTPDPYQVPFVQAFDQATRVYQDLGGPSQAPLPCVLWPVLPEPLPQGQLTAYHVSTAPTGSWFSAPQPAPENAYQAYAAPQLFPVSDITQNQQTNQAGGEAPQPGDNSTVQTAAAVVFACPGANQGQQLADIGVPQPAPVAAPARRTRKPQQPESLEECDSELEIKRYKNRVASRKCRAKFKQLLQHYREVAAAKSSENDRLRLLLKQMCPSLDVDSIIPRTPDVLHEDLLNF
# TPT1 inhibitor: inhibitors of Candida albicans tRNA 2'-phosphotransferase TPT1; AID 1962; inhibition, % at 5 µM; recombinant caTPT1, FP RNA substrate dephosphorylation; hit rate 0.81% among 300,000;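 active = inhibition above the mean of all tested compounds plus 3 SD, set per screening campaign, cut at about 24% in these data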;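 also: plate controls were DMSO alone for no effect and ferristatin control at 100 nM for full effect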
# HCV core dimer: blocks dimerization of HCV core protein; hit rate 0.33% among 300,000; TR-FRET GST/Flag-core106 dimerization, 1536-well; AID 1899; inhibition, % at 5 µM;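 active = inhibition above the mean of all tested compounds plus 3 SD, set per screening campaign, cut at about 45% in these data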
#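 System – GST-tagged and Flag-tagged HCV core protein residues 1-106 · Repeats – one well for each compound · Technique – TR-FRET 671 and 617 nm emission · Doses – one concentration, 5 µM, in 0.5% DMSO · Times – 4 h, 22.5 °C incubation · Also added – Eu donor and XL665 acceptor anti-tag antibodies · Measure – percent inhibition of core106 dimerization signal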
# CR mimetic SO: yeast age-related superoxide inhibition as caloric restriction mimetic. hit rate 0.18% among 330,000. S. cerevisiae aged cells, superoxide DHE fluorescence; hits give low values. superoxide response (% of plate mean), % at 10 µM. AID 2690;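 active = superoxide response under a set limit, about three screen SD below normal, cut at about 65% in these data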;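 also: yeast aged for seven days with compound at 30 °C before DHE staining; 100% = average MFI of all compound-treated wells on the plate with controls excluded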
# * marks the source's active call; other numbers are inactive results; i = inactive; . = not tested or not shown; & = joins results of further samples.
no.	canonical_smiles	EBNA-1 inhibitor	PP5 primary	PP1 counter	CTSL1 counter	JMJD2C inh
1	COc1cnc(-c2ccccn2)nc1Oc1ccc(Cl)cc1	-8	2.4	58*	11	2
2	O=[N+]([O-])c1ccccc1S(=O)(=O)c1ccccc1[N+](=O)[O-]	4	-0.8	-4	-3	-3
3	Cc1c(Cl)cccc1NC(=S)NCc1cccs1	-2	3.4	2	-4	-2
4	COc1ccc2[nH]c3c(=O)n4c(nc3c2c1)SCC4	8	2.7	-4	2	i
5	Cc1ccc(S(=O)(=O)NCC(=O)OCC(=O)c2cccs2)cc1	-4	1.6	1	-57	2
6	CC1(c2ccccc2)NC(=O)N(CC(=O)Nc2cc(S(=O)(=O)N3CCOCC3)ccc2Cl)C1=O (configuration not stated)	8	-0.1	1	0	10
7	Cc1ccc(NC(=O)CSC(C)C(=O)NCCc2ccccn2)cc1 (configuration not stated)	7	0.6	3	-1	3
8	O=C(c1ccccc1)c1cnc[nH]1	7	9.1	-4	1	28

no.	ZTA DNA inh	TPT1 inhibitor	HCV core dimer	CR mimetic SO
1	2	-7	4	78
2	0	-2	13	96
3	-19	-2	5	93
4	-1	-4	-2	91
5	-14	-8	-11	92
6	14	-1	3	98
7	23	-2	-3	98
8	9	-2	1	86

# The listing continues.
no.	canonical_smiles	EBNA-1 inhibitor	PP5 primary	PP1 counter	CTSL1 counter	JMJD2C inh
9	O=C(NCCOC(=O)c1ccccc1)c1ccc([N+](=O)[O-])cc1	-10	-0.8	1	0	-13
10	Cc1c(Cl)cccc1NS(=O)(=O)c1cccc2nsnc12	-22	-6.2	-9	-5	-14
11	CC(C)CC(=O)N1CCN(S(=O)(=O)c2ccc(Cl)cc2)CC1	-8	2.6	-1	-1	-4
12	CCCCOCCCn1c(-c2ccco2)nc2nc3ccccc3nc21	1	3.1	-1	3	-2
13	CC(C)(C)OC(=O)NC(=NCCCc1cn(CC(=O)N2CCN(C(=O)OC(C)(C)C)CC2)nn1)NC(=O)OC(C)(C)C	-9	0.4	-5	-10	-3
14	N#Cc1ccc(NC(=O)CN2CCN(c3ccccn3)CC2)cc1	1	0.7	10	-8	-23
15	O=C(Cc1ccc(F)cc1)Nc1ccccc1Sc1ccccc1	-2	1.7	-2	4	3
16	COc1ccc(OC)c(NC(=O)c2ccc(NS(=O)(=O)c3c(C)noc3C)cc2)c1	8	1.9	2	7	14

no.	ZTA DNA inh	TPT1 inhibitor	HCV core dimer	CR mimetic SO
9	-5	3	-1	106
10	3	3	1	97
11	-14	-1	-5	96
12	4	12	14	114
13	-3	-2	-2	.
14	3	-1	7	98
15	-4	-2	-3	90
16	1	-3	-1	87

# Continued.
no.	canonical_smiles	EBNA-1 inhibitor	PP5 primary	PP1 counter	CTSL1 counter	JMJD2C inh
17	Cc1ccc(C(=O)Nc2ccc(-c3csc(C)n3)cc2)cc1	0	-0.7	-1	2	1
18	O=C(O)CCSc1nc2ccc(Br)cc2[nH]1	-12	2.4	-2	3	3
19	CC(C)(C)NC(=O)CN(C(=O)C(=O)Nc1ccc2c(c1)OCCO2)C(C)(C)C	6	-0.7	-4	0	-4
20	CC(C)c1nc2oc3c(=O)[nH]cnc3c2c2c1CCC2	-1	2.9	-1	0	2
21	O=C(Nc1ccc(Br)cc1)Nn1cnnc1	-2	3.1	1	-1	4
22	CCOc1ccc(-n2c(=O)[nH]cc(C(=O)N3CCc4ccccc43)c2=O)cc1	-16	2.6	1	-1	96
23	CCN(CC)CCn1c(NS(=O)(=O)c2ccc(C)cc2)nc2ccccc21	.	1.6	-5	.	-6
24	CC(=O)c1sc(NC(=O)Cc2c(F)cccc2Cl)nc1C	5	-0.8	4	3	-9

no.	ZTA DNA inh	TPT1 inhibitor	HCV core dimer	CR mimetic SO
17	8	0	0	97
18	8	-1	-10	107
19	7	-1	2	92
20	6	1	4	97
21	2	-2	6	105
22	-3	-1	-4	92
23	-14	.	.	105
24	8	5	18	95

# (list continues)
no.	canonical_smiles	EBNA-1 inhibitor	PP5 primary	PP1 counter	CTSL1 counter	JMJD2C inh
25	COc1ccc(C(=O)Nc2ccc(N3CCOCC3)cc2)cc1OC	-5	1.1	2	-1	9
26	CC(C)N(Cc1nccn1C)C(=O)c1cc(COc2ccc(F)cc2Cl)on1	8	1.2	-1	8	6
27	Cc1ccc(C(=O)n2cnnc2N)cc1C	-11	1.6	-4	-5	1
28	Cc1ccc(NS(=O)(=O)c2c(C)[nH]c(C)c2C(=O)N2CCCCC2)c(C)c1	-2	2.4	-3	-1	21
29	N#C/C(=C\c1ccccc1[N+](=O)[O-])c1nc(C2CC2)cs1	-1	1.1	1	3	8
30	Cc1ccc(C)c(NC(=O)C(c2ccccc2)N2CCOCC2)c1 (configuration not stated)	2	0.4	-1	-2	-12
31	O=C(N/N=C/c1ccncc1)c1cc(C2CC2)nc2ccccc12	-2	1.3	5	-1	4
32	COc1cccc(CNC(=O)c2ccccc2-c2ccccc2C(=O)O)c1	-27	1.9	2	-4	6

no.	ZTA DNA inh	TPT1 inhibitor	HCV core dimer	CR mimetic SO
25	7	-2	-5	128
26	-7	-4	3	101
27	3	1	8	86
28	-1	-1	1	85
29	-2	3	7	76
30	-19	-2	-13	144
31	4	-2	-6	99
32	7	-3	-7	99

# (next part)
no.	canonical_smiles	EBNA-1 inhibitor	PP5 primary	PP1 counter	CTSL1 counter	JMJD2C inh
33	Cc1nc2ncnn2c(C)c1Cc1cccc(C(F)(F)F)c1	0	-0.5	-3	-4	-9
34	CCOc1ccc(NC2=C(Cl)C(=O)N(Cc3ccccc3)C2=O)cc1	-1	5.4	5	1	-2
35	CN(c1ccccc1C(=O)Nc1ccc(F)c(F)c1)S(C)(=O)=O	-2	2.3	2	-1	-44
36	CNc1cncc(C(=O)O)c1	42*	1.6	-2	-2	6
37	CC(=O)c1ccc(N2CCN(CCC#N)CC2)c(F)c1	1	-0.3	-5	-2	3
38	CCOC(=O)C1(CCc2ccccc2)CCN(C(=O)CCn2cnnn2)CC1	9	1.2	-1	-1	-8
39	CCSc1nnc(SCC(=O)NC2CCCCC2)s1	.	-0.4	-1	.	5
40	Oc1ccc(/C=N/Nc2cc(N3CCOCC3)nc(N3CCOCC3)n2)cc1	-6	6.2	-2	1	-15

no.	ZTA DNA inh	TPT1 inhibitor	HCV core dimer	CR mimetic SO
33	3	-4	2	103
34	-7	2	11	110
35	2	-2	6	92
36	-19	-2	-4	75
37	-4	-3	-1	99
38	-5	-7	-3	92
39	-13	.	.	76
40	-2	1	-9	108

# Sorted by the number under HCV core dimer (ascending): three from the list above.
no. | canonical_smiles | HCV core dimer
16 | COc1ccc(OC)c(NC(=O)c2ccc(NS(=O)(=O)c3c(C)noc3C)cc2)c1 | -1
17 | Cc1ccc(C(=O)Nc2ccc(-c3csc(C)n3)cc2)cc1 | 0
29 | N#C/C(=C\c1ccccc1[N+](=O)[O-])c1nc(C2CC2)cs1 | 7

# Remaining list, next part.
no.	canonical_smiles	EBNA-1 inhibitor	PP5 primary	PP1 counter	CTSL1 counter	JMJD2C inh
41	COc1ccccc1-c1coc2c(CN3CCC(C)CC3)c(O)ccc2c1=O	-6	3.1	-8	-3	-8
42	CC(C)c1cc(C(=O)NNC(=S)NCc2ccco2)c(O)c(C(C)C)c1	4	3.1	-1	-2	-11
43	O=C(Cn1c(=O)c2c(ncn2Cc2ccccc2)n(Cc2ccccc2)c1=O)NC1CC1	9	-1.5	0	-1	-1
44	CCOc1ccc(NC(=O)CN(C)C(=O)C2=COCCO2)cc1OCC	4	-2.0	-4	-3	-7
45	CCOc1ccc(CN2CCN(Cc3nc(C(C)C)cs3)CC2CCO)cc1 (configuration not stated)	-2	-0.6	-3	-1	36
46	O/N=C(\c1ccc(Cl)cc1)c1ncc(C(F)(F)F)cc1Cl	-9	3.9	3	2	3
47	COc1ccc(C(=O)Nn2c(C)nc3ccccc3c2=O)cc1OC	-4	-1.2	1	6	-19
48	Cc1cc(NC(=O)CSCC(=O)OC(C)C(=O)N(C)Cc2ccccc2)no1 (configuration not stated)	6	-0.4	-4	-18	11
49	O=C(Nc1cccc(Cl)c1)c1cccc(N2C(=O)C3CC=CCC3C2=O)c1 (configuration not stated)	6	3.0	-4	4	-9
50	CCOC(=O)C1CCN(C(=O)c2oc3ccc(S(=O)(=O)N4CC(C)CC(C)C4)cc3c2C)CC1 (configuration not stated)	-9	2.4	-1	7	5&-9
51	Cc1ccc2nc(-c3ccc(SCC(=O)O)nc3)[nH]c2c1	1	2.1	2	2	-53

no.	ZTA DNA inh	TPT1 inhibitor	HCV core dimer	CR mimetic SO
41	-18	0	-18	93
42	20	-2	6	104
43	-3	1	-4	91
44	-5	3	2	102
45	-16	-2	-5	99
46	2	-3	-2	83
47	-5	4	-5	105
48	10	-3	5	103
49	-4	-1	-3	95
50	-5	3	17	102
51	-6	-2	-3	88

# Ordered by molecular weight (low to high): part of the list above.
no.	canonical_smiles	EBNA-1 inhibitor	PP5 primary	PP1 counter	CTSL1 counter	JMJD2C inh
51	Cc1ccc2nc(-c3ccc(SCC(=O)O)nc3)[nH]c2c1	1	2.1	2	2	-53
39	CCSc1nnc(SCC(=O)NC2CCCCC2)s1	.	-0.4	-1	.	5
46	O/N=C(\c1ccc(Cl)cc1)c1ncc(C(F)(F)F)cc1Cl	-9	3.9	3	2	3
47	COc1ccc(C(=O)Nn2c(C)nc3ccccc3c2=O)cc1OC	-4	-1.2	1	6	-19
44	CCOc1ccc(NC(=O)CN(C)C(=O)C2=COCCO2)cc1OCC	4	-2.0	-4	-3	-7
41	COc1ccccc1-c1coc2c(CN3CCC(C)CC3)c(O)ccc2c1=O	-6	3.1	-8	-3	-8
49	O=C(Nc1cccc(Cl)c1)c1cccc(N2C(=O)C3CC=CCC3C2=O)c1 (configuration not stated)	6	3.0	-4	4	-9
40	Oc1ccc(/C=N/Nc2cc(N3CCOCC3)nc(N3CCOCC3)n2)cc1	-6	6.2	-2	1	-15
48	Cc1cc(NC(=O)CSCC(=O)OC(C)C(=O)N(C)Cc2ccccc2)no1 (configuration not stated)	6	-0.4	-4	-18	11
43	O=C(Cn1c(=O)c2c(ncn2Cc2ccccc2)n(Cc2ccccc2)c1=O)NC1CC1	9	-1.5	0	-1	-1

no.	ZTA DNA inh	TPT1 inhibitor	HCV core dimer	CR mimetic SO
51	-6	-2	-3	88
39	-13	.	.	76
46	2	-3	-2	83
47	-5	4	-5	105
44	-5	3	2	102
41	-18	0	-18	93
49	-4	-1	-3	95
40	-2	1	-9	108
48	10	-3	5	103
43	-3	1	-4	91

no.	canonical_smiles	EBNA-1 inhibitor	PP5 primary	PP1 counter	CTSL1 counter	JMJD2C inh
50	CCOC(=O)C1CCN(C(=O)c2oc3ccc(S(=O)(=O)N4CC(C)CC(C)C4)cc3c2C)CC1 (configuration not stated)	-9	2.4	-1	7	5&-9

no.	ZTA DNA inh	TPT1 inhibitor	HCV core dimer	CR mimetic SO
50	-5	3	17	102
